TDP43 rescue: TDP-43 toxicity inhibition in yeast | TDP-43 expressing yeast growth rescue, BacTiter-Glo, 24 h | Potency, µM (top dose mostly 46.1 µM), for the others: at the highest dose growth rescue (activation), actives largely listed as activators | 410,000 compounds, 1.8% hits; note: % of control where 0% means no effect; nearly all actives have a fitted effect of over 50% in size
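Growth rescue of TDP-43-toxic yeast measured as ATP luminescence (BacTiter-Glo). Cells grown to mid-log in raffinose, induced in galactose at OD600=0.02, exposed to compound 24 hr at 30 deg C.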
HEK293 tox: cytotoxicity in counter-screen for GLP-1R inverse agonists. HEK293 cAMP-luciferase reporter cells, luminescence, 24 h. Potency, µM (series often up to 38.3 µM), inactives show at the top dose activity change, negative = inhibition, hits mostly inhibitors. 410,000 compounds, 0.13% hits. AID 624418;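 note: loss of luciferase light is scored as toxicity; % is set by controls: 0 for no effect and ±100 for the full control effect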
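Cells in DMEM/10% Nu serum/1% pen-strep, 1536-well format. Pre-incubated 12 h, dosed with 23 nL compound, incubated a further 24 h. Luciferase detection, 12 min at room temp, luminescence.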
HT1080 IDH1KD tx: kills HT-1080 cells with IDH1 knockdown | Potency, µM (highest dose often 46.1 µM), inactives show at the highest dose activity, negative = toxicity, hits mostly cytotoxic | HT-1080 IDH1 knockdown viability, ATP luminescence, 48 h | 360,000 compounds, 2% hits;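 note: 0% = DMSO wells and -100% = cell-free medium wells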
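Assay cells: HT-1080 with IDH1 knockdown, 750 per well, RPMI/5% FBS. Exposure: 48 h at 37 °C following 2 h pre-incubation. Read: CellTiter-Glo luminescence; fitted concentration-response, curve class assigned.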
KB-V1 cytotox: kills drug-selected multidrug resistant KB-V1 cells; KB-V1 MDR cells viability, CellTiter-Glo, 72 h; Potency, µM (titrated, usually from 46.1 µM), for inactives: top-dose activity change, negative = cytotoxicity, usual class: cytotoxic; 400,000 compounds, 3.4% hits; note: % is set by controls: 0 for no effect and ±100 for the full control effect; nearly all actives have a fitted effect of over 60% in size
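Compound-treated KB-V1 multidrug-resistant cells, 72 h, 37 degrees C; viability by CellTiter-Glo. Fitted qHTS curves give the values.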
SW480 rereplic: induces DNA re-replication in SW480 colon adenocarcinoma cells. Potency, µM (highest dose often 46.1 µM), without a hit: at the highest dose re-replication activation, most hits filed as activators. AID 624297. 340,000 compounds, 1.8% hits. SW480 DNA re-replication, Hoechst DNA content imaging, 48 h; note: % of control where 0% means no effect; nearly all actives have a fitted effect of over 55% in size
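Compounds, transferred as 23 nL by pin tool, were incubated with cells for 48 hr; DNA content per nucleus was then quantified by Hoechst staining and fluorescence plate imaging.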
GLP-1R agonist: activates the human GLP-1 receptor; P43220; HEK293 GLP-1R CRE-luciferase, luminescence, 4-6 h; cells express a hypersensitive GLP-1R form; Potency, µM (top dose mostly 45.6 µM), for the others: at the highest dose activation, most hits filed as activators; 380,000 compounds, 0.007% hits; AID 624172; note: % of control where 0% means no effect
Target sequence (P43220 whole entry, looked up): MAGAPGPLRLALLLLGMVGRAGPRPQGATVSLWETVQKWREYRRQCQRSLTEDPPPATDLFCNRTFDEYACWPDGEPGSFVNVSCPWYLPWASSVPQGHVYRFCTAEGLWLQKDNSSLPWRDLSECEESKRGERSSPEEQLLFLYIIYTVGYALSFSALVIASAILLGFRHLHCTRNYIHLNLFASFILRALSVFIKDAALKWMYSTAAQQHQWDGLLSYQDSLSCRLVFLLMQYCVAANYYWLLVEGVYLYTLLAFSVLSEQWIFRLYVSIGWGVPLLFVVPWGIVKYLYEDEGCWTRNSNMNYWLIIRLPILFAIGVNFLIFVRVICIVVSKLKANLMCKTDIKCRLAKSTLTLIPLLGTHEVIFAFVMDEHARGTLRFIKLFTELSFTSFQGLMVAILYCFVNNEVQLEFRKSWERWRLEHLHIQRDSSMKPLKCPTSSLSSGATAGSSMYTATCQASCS
HT1080NT lethal: kills 2HG-producing HT-1080-NT fibrosarcoma cells | Potency, µM (series often up to 46.1 µM), for the others: top-dose activity, negative = less viability, usual class: cytotoxic | 360,000 compounds, 1.6% hits | HT-1080-NT fibrosarcoma viability, CellTiter-Glo ATP luminescence, 48 h | AID 686970;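 note: NT is the 2HG producing partner of a matched IDH1 knockdown line; 0% = DMSO-treated cells and -100% = media-only wells without cells; nearly all actives have a fitted effect of over 55% in size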
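HT-1080-NT fibrosarcoma cells (2HG-overproducing), 750 cells/well in RPMI with 5% FBS, dosed after 2 h and incubated 48 h at 37C. CellTiter-Glo luminescence normalized to DMSO and no-cell wells; concentration-response curves fitted and classed.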
KB-3-1 tox: kills parental KB-3-1 adenocarcinoma cells; KB-3-1 viability, CellTiter-Glo ATP luminescence, 72 h; Potency, µM (doses to about 46.1 µM), without a hit: at the top dose activity change, negative = cytotoxic, hits mostly cytotoxic; 400,000 compounds, 1.4% hits; AID 1347075; note: % is set by controls: 0 for no effect and ±100 for the full control effect; nearly all actives have a fitted effect of over 60% in size
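Cytotoxicity in the drug-sensitive parental line KB-3-1 was scored as loss of CellTiter-Glo luminescence following 72 h incubation with compound. Values come from curve fitting of normalized concentration-response data.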
GLP1R inv ag: GLP-1 receptor (human) inverse agonism. P43220. HEK293 GLP-1R CRE-luciferase, luminescence, 24 h; GLP-1R form is constitutively active. Potency, µM (titrated, usually from 38.3 µM), inactives show top-dose activity change, negative = inhibition, hits mostly inhibitors. 410,000 compounds, 1.6% hits. AID 624417; note: % is set by controls: 0 for no effect and ±100 for the full control effect; nearly all actives have a fitted effect of over 55% in size
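Assay principle: reduced luminescence from a cAMP-responsive reporter in HEK293 cells co-expressing a constitutively active GLP-1R. Conditions: 24 hr compound incubation, 37 deg C, 5% CO2.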
* marks the source's active call; other numbers are inactive results; ? = inconclusive; · = no result given; [ ] = another dose, or the depositor's remark. Calls come from the whole dose curve; as a rule, active = well fitted curve in the direction sought with a large enough effect; inconclusive = small, poorly fitted or top-dose-only effect, or another doubt; inactive = no such curve, though single readings can be large; an effect the other way counts as inactive or inconclusive. Potency is the fitted concentration of half-maximal effect.

Molecule,TDP43 rescue,HEK293 tox,HT1080 IDH1KD tx,KB-V1 cytotox,SW480 rereplic,GLP-1R agonist,HT1080NT lethal,KB-3-1 tox,GLP1R inv ag
O=C(CNc1cccc(Cl)c1)c1ccc(Br)cc1,17%,18%,4%,3%,8%,-1%,0%,2%,10%
CCc1cccc(C)c1NC(=O)C1CCN(S(=O)(=O)c2cccc3nonc23)CC1,23%,-1%,·,4%,·,-1%,·,-1%,?
COc1cc(NC(=O)c2ccc3c(Cl)c4c(nc3c2)CCC4)cc(OC)c1OC,11%,-14%,·,-2%,·,2%,·,4%,-1%
O=C(Nc1cccc2c1CCCC2)c1cccc(F)c1,26%,0%,0%,0%,29%,4%,5%,1%,-27%
Clc1ccc2[nH]c3c(NCCCN4CCOCC4)ncnc3c2c1,5%,-19%,?,2%,?,27%,?,-8%,?
CSCCC(NS(=O)(=O)c1ccccc1F)C(=O)NNC(=O)c1csc(N2CCOCC2)n1 (centres undefined),-24%,3%,8%,?,?,1%,10%,13%,60%[activator]
COc1cc2c(cc1OC)-c1cc(OCCN3CCOCC3)nc(=O)n1CC2,7%,22%,-2%,?,-1%,?,-8%,11%,0%
Cc1c(C(=O)N2CCCC2)sc(NC(=O)c2cccc(Cl)c2)c1C#N,-13%,11%,-3%,-17%,-5%,1%,-26%,-15%,7%
Cc1ccc(CN2CCS(=O)(=O)CC2)cc1,7%,13%,12%,-16%,-2%,15%,14%,8%,7%
CCCn1nnnc1SCC(=O)N1CCOCC1,-6%,18%,8%,10%,-6%,5%,14%,-4%,3%
CCc1ccccc1NC(=O)CCCN1C(=O)CCn2nc(-c3cn(C)c4ccccc34)cc21,21%,-12%,·,-7%,·,·,·,-7%,15%
CCOC(=O)N1CCN(S(=O)(=O)c2ccc3[nH]cc(C(=O)O)c(=O)c3c2)CC1,0%,-16%,2%[9.24 µM],-1%,-11%,-15%,11%,0%,-5%
COCCN1CCn2c(nc3cc(NC(=O)c4cccs4)ccc32)C1,-24%,5%,3%[9.24 µM],-4%,2%,-1%,-2%,2%,-2%
CC(C)NC1CCC(Nc2ccnc3cc(Cl)ccc23)CC1 (centres undefined),-3%,?,?,0%,?,-6%,-9%,?,?
Cc1cc(C)n2nc(CNC(=O)c3c(F)cccc3F)nc2n1,4%,7%,·,1%,·,·,·,7%,12%

Brought forward from above: five entries, followed by the next part.
Molecule,TDP43 rescue,HEK293 tox,HT1080 IDH1KD tx,KB-V1 cytotox,SW480 rereplic,GLP-1R agonist,HT1080NT lethal,KB-3-1 tox,GLP1R inv ag
CCc1ccccc1NC(=O)CCCN1C(=O)CCn2nc(-c3cn(C)c4ccccc34)cc21,21%,-12%,·,-7%,·,·,·,-7%,15%
CCOC(=O)N1CCN(S(=O)(=O)c2ccc3[nH]cc(C(=O)O)c(=O)c3c2)CC1,0%,-16%,2%[9.24 µM],-1%,-11%,-15%,11%,0%,-5%
COCCN1CCn2c(nc3cc(NC(=O)c4cccs4)ccc32)C1,-24%,5%,3%[9.24 µM],-4%,2%,-1%,-2%,2%,-2%
CC(C)NC1CCC(Nc2ccnc3cc(Cl)ccc23)CC1 (centres undefined),-3%,?,?,0%,?,-6%,-9%,?,?
Cc1cc(C)n2nc(CNC(=O)c3c(F)cccc3F)nc2n1,4%,7%,·,1%,·,·,·,7%,12%
CSc1nnc(-c2ccccc2N=Cc2c(C)[nH]n(-c3ccc4ccccc4c3)c2=O)c(=O)[nH]1,7%,-12%,?,-11%,-5%,-5%,?,-16%,0%
O=C(CSC(=S)N1CCSCC1)c1ccc(Cl)cc1,?,-4%,-3%,9.2µM*,2%,9%,10%,8.2µM*,16%
C/C(=C\C(=O)c1ccc(C)cc1)NCc1ccc(F)cc1,0%,12%,15%,1%,2%,0%,17%,3%,?
CCC(CO)Oc1cc(NCc2ccc(O)cc2)c2ncn(C(C)C)c2c1 (centres undefined),4%,?,-6%,-3%,-1%,-1%,-7%,-16%,40%[activator]
Cn1c(=O)c2c(nc(NN=C3CCCC3)n2C)n(C)c1=O,-15%,-6%,-2%,3%,12%,3%,-3%,-19%,8%
Cc1ccc(N2CCN(C(=O)c3ccccc3)CC2)c(C)c1,20%,3%,1%,-27%,0%,21%,5%,-6%,?
CNc1ccc(-c2cccc(C(=O)N3CCOCC3)c2)cn1,18%,1%,16%,2%,·,-1%,25%,0%,15%
CCOC(=O)c1cc(NC(=O)c2ccccc2)c(=O)oc1C(F)(F)F,7%,-1%,27%,2%,7%,-2%,23%,0%,?
O=C(c1ccc2c(=O)n3c(nc2c1)CCCCC3)N1CCN(c2ccccc2)CC1,12%,8%,17%,-5%,-8%,3%,25%,-6%,?
O=C(Nc1ncccc1O)c1ccc(S(=O)(=O)Nc2ccccc2)cc1,-20%,5%,9.2µM*,9.2µM*,-648%[inhibitor],8%,13µM*,10µM*,161%[activator]
CCCSCCCNC(=O)Cn1c(-c2cccs2)cc2ccccc21,1%,20%,·,?,·,·,·,0%,?
COc1cc(C(=O)N2CCN(S(=O)(=O)c3ccc(F)cc3)CC2)cc(OC)c1OC,18%,3%,-2%,21µM*,3%,-5%,8%,-2%,0%
O=C(/C=C\NCC(=O)c1ccccc1)c1ccc(F)cc1,-21%,-4%,-14%,15%,-3%,-2%,0%[9.24 µM],4%,3%
Brc1ccc(OCc2nc3ccccc3[nH]2)cc1,-11%,17%,21%,4%,14%,-7%,1%,-4%,?
CC1C(=O)N2CCCc3cc(S(=O)(=O)N4CCN(c5cccc(Cl)c5)CC4)cc1c32 (centres undefined),14%,-7%,-10%,?,11%,-1%,-14%,-13%,-30%
CC(O)C(O)C(O)C(O)C1NCCS1 (centres undefined),12%,1%,-6%[9.24 µM],0%,-6%,-15%,-2%,-2%,2%
Cc1cc(C)cc(C(=O)N(CCc2ccccc2)C2CC3CCC(C2)N3C)c1 (centres undefined),-2%,?,?,?,?,-2%,?,0%,?
Cc1ccc(C(=O)n2nc(C)c(S(=O)(=O)N3CCOCC3)c2C)cc1C,?,1%,·,10%,·,-1%,·,0%,20%
COC(=O)c1c(C)[nH]c(C(=O)COc2ccc3ccc(=O)oc3c2)c1C,12%,-18%,9%,-45%,-26%,-4%,3%[9.24 µM],-11%,11%
Cc1ccc(-c2cc(C(=O)N3CCCCC3)c3ccccc3n2)cc1C,13%,16%,-21%,2%,?,0%,-16%,-13%,?
C=CCn1ccc(O)c(Cc2ccc(Cl)cc2)c1=O,-4%,-15%,7%,-8%,0%,-1%,18%,-9%,3%
OC(CN1CCOCC1)Cn1c(-c2cccc(Cl)c2)nc2ccccc21 (centres undefined),4%,1%,4%,?,0%,24%,1%,-3%,-4%
Cc1ccc(C(=O)N2CCN(C(=O)N3CCOCC3)CC2)cc1,12%,-11%,8%,8%,-5%,-1%,6%,10%,1%
Cn1nc(-c2ccccc2)c(C(=O)NCC(=O)O)c1Cl,-16%,1%,15%,9%,-57%[inhibitor],-1%,22%,4%,12%
COCCn1c(SCC(=O)c2c(N)n(C)c(=O)n(C)c2=O)nc2ccccc21,-24%,1%,2%,-4%,-1%,0%,4%,-4%,15%
CCOC(=O)c1ccc(N2C(=O)c3n[nH]c(C)c3C2c2ccco2)cc1 (centres undefined),-14%,-21%,-7%,-5%,-3%,-1%,-12%,-30%,-23%
COc1cc(C)ccc1OCCCON1C(=O)CCC1=O,8%,15%,6%,-9%,-2%,6%,1%,4%,4%
Clc1ccc(Cl)c(OCCCCN2CCCCC2)c1,-23%,-1%,-19%,-7%,?,-3%,-10%,-27%,?
Nc1nc(N)c2ncc(C(=O)CCc3ccccc3)nc2n1,7%,106%[activator],-10%,-10%,3%,?,-1%,0%,55%[activator]
COc1ccc(S(=O)(=O)N2CCOCC2)cc1NC(=O)COc1ccc2ccc(=O)oc2c1,-13%,17%,-6%,-4%,-5%,-2%,-1%,0%,12%

Three of the compounds above, field by field.
CCCSCCCNC(=O)Cn1c(-c2cccs2)cc2ccccc21
  TDP43 rescue: 1%	HEK293 tox: 20%	HT1080 IDH1KD tx: ·	KB-V1 cytotox: ?	SW480 rereplic: ·	GLP-1R agonist: ·	HT1080NT lethal: ·	KB-3-1 tox: 0%	GLP1R inv ag: ?

COc1cc(C(=O)N2CCN(S(=O)(=O)c3ccc(F)cc3)CC2)cc(OC)c1OC
  TDP43 rescue: 18%	HEK293 tox: 3%	HT1080 IDH1KD tx: -2%	KB-V1 cytotox: 21µM*	SW480 rereplic: 3%	GLP-1R agonist: -5%	HT1080NT lethal: 8%	KB-3-1 tox: -2%	GLP1R inv ag: 0%

O=C(/C=C\NCC(=O)c1ccccc1)c1ccc(F)cc1
  TDP43 rescue: -21%	HEK293 tox: -4%	HT1080 IDH1KD tx: -14%	KB-V1 cytotox: 15%	SW480 rereplic: -3%	GLP-1R agonist: -2%	HT1080NT lethal: 0%[9.24 µM]	KB-3-1 tox: 4%	GLP1R inv ag: 3%

Other results follow.
Molecule,TDP43 rescue,HEK293 tox,HT1080 IDH1KD tx,KB-V1 cytotox,SW480 rereplic,GLP-1R agonist,HT1080NT lethal,KB-3-1 tox,GLP1R inv ag
CC12CCC(C(=O)NCc3ccc4c(c3)OCO4)(C(=O)C1=O)C2(C)C (centres undefined),2%,10%,-2%,16%,1%,-2%,-7%,0%,-5%
COc1ccc(-n2c(=S)[nH]c3cc(C(=O)NCCCN4CCCC4=O)ccc3c2=O)cc1OC,-16%,-21%,4%,1%,-10%,-5%,16%,10%,-11%
Cc1nn2c(NCCCN(C)C)c3c(nc2c1-c1ccccc1)CCC3,2%,0%,8%,-24%,-8%,0%,3%,6%,?
c1ccc(CC2CCN(C3=Nc4cccc5cccc3c45)CC2)cc1,-1%,5%,21µM*,?,?,1%,?,0%,?
Cc1ccccc1-n1c(SCc2csc(Nc3ccccc3)n2)nnc1-c1cccnc1,13%,-11%,-11%,?,-4%,10%,0%,-11%,?

High-throughput results as filed in PubChem.
